MsrA inh = inhibits bovine methionine sulfoxide reductase A | 360,000 tested, 0.75% active | inhibition, % at 15.5 µM | purified bovine MsrA, absorbance read-out; in the data active = inhibition above about 4.5%;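 also: 0% = vehicle wells with enzyme and 100% = reference inhibitor wells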
NRP1-CendR mod = NRP-1/CendR interaction modulation; inhibition, % at 25 µM; AID 602438; 360,000 tested, 0.85% active; FAM-RPARPAR peptide binding to NRP-1, fluorescence polarization;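 active = inhibition or corrected inhibition above about 18%, plus a signal ratio from 0.5 to 1.5, limit read from the data, passing the limit was not always enough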; also: strong numbers were not always called active
MT1-MMP act inh = blocks activation of human MT1-MMP. P50281. HT1080 RFP-PRO-GFP cells, GFP/RFP ratio fluorescence, overnight; percent of plate control window, DMSO zero. GFP/RFP ratio change, % at 20 µM. 360,000 tested, 0.061% active. AID 651647;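 active = GFP/RFP ratio change of at least 30% with cell ATP level not reduced by more than half and red fluorescence within 50% of control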; also: strong numbers were not always called active
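system = RFP-PRO-GFP reporter HT1080 cells | dosing = 20 µM single dose, 1% DMSO | timing = overnight cell settling, then overnight compound exposure, 37 °C, 5% CO2 | read-out basis = GFP/RFP fluorescence ratio | controls = DMSO and RFP-L50D-GFP cell wells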
SKN-1 block = C. elegans SKN-1 inhibition; AID 624304; C. elegans VP596 Pgst-4::GFP/RFP ratio, acrylamide-induced, 24 h; 360,000 tested, 0.49% active; inhibition, % at 21.8 µM;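 active = interference check ratio from 0.5 to 1.5 plus GFP to RFP signal ratio inhibition reaching or exceeding a fixed threshold, cut at about 30% in these data, passing the limit was not always enough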; also: some compounds called inactive have numbers as strong as hits
Rin1 Abl inh = inhibitors of human Rin1-Abl protein interaction; P00519+Q13671; TR-FRET Rin1/Abl binding, biochemical; inhibition, % at 7.35 µM; 360,000 tested, 0.4% active; AID 588664; in the data active = inhibition above about 5%, passing the limit was not always enough
Target sequence (P00519 whole entry, looked up): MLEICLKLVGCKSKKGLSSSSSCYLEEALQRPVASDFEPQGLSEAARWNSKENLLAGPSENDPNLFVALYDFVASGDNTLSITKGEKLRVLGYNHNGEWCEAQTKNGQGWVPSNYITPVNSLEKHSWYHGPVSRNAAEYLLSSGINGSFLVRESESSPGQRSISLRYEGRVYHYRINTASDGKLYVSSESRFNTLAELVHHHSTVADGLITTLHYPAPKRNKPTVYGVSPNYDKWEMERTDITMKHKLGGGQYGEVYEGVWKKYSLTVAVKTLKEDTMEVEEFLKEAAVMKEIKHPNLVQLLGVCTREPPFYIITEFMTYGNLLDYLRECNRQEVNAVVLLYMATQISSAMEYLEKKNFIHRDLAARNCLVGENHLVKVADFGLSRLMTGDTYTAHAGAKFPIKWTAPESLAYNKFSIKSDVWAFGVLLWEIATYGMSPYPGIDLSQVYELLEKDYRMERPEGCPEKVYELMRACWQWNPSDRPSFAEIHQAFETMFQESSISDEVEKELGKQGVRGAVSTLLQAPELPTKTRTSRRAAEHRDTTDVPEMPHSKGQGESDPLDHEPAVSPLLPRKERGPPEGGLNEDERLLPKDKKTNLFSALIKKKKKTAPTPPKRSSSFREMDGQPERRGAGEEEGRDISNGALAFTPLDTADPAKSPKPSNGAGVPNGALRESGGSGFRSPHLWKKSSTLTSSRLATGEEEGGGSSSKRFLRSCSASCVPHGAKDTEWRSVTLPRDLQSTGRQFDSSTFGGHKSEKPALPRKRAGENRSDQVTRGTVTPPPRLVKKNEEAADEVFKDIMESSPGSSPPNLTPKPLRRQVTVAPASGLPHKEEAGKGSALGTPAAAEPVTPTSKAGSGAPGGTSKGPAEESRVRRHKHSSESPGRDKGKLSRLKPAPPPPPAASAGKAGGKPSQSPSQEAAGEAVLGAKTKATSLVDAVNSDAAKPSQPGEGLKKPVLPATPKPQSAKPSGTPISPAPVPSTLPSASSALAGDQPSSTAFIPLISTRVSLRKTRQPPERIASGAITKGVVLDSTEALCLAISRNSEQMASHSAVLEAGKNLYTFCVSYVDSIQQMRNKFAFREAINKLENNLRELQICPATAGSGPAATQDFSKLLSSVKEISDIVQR
Target sequence (Q13671 whole entry, looked up): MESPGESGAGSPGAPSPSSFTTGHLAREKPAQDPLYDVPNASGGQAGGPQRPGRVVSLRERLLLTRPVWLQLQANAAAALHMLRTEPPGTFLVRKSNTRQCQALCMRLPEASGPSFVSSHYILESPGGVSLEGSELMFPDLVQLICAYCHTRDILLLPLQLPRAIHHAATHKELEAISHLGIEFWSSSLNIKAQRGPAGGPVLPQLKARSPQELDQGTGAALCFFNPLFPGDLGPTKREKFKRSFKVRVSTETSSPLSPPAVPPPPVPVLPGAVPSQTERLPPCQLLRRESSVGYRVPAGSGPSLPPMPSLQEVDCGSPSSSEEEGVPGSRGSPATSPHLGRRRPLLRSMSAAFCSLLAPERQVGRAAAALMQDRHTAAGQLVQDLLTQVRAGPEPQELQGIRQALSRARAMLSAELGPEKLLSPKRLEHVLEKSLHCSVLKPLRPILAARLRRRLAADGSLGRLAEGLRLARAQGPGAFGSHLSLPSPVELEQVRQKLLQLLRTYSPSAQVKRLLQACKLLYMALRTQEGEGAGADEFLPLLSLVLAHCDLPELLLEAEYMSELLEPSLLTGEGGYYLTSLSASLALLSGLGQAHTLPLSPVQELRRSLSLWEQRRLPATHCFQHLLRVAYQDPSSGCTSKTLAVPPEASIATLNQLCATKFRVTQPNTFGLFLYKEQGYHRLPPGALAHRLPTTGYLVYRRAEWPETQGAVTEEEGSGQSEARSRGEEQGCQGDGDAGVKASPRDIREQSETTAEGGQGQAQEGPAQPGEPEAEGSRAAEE
Neddyl block = cullin neddylation inhibition | 360,000 tested, 0.58% active | TR-FRET cullin neddylation, biochemical | P61081+Q13564 | calls only at 25 µM; in the data active = inhibition above about 36%
E coli Lon inh = inhibits E. coli Lon protease; 360,000 tested, 0.42% active; P0A9M0; inhibition, % at 7.94 µM; purified E. coli Lon protease, fluorescence polarization; in the data active = inhibition above about 13%, passing the limit was not always enough;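 also: 0% = enzyme with probe and DMSO and 100% = no enzyme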
FAS TE block = FAS thioesterase (human) inhibition. P49327. recombinant FAS-TE, OMFH fluorogenic substrate, fluorescence endpoint. inhibition, % at 15 µM. 360,000 tested, 0.67% active. AID 602261;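 active = compounds whose normalised, plate-corrected inhibition of enzyme fluorescence in the single-dose primary screen is 50% or more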;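 also: 0% = DMSO with enzyme and 100% = substrate without enzyme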
MsrA act = bovine methionine sulfoxide reductase A activation; purified bovine MsrA, absorbance read-out; 360,000 tested, 0.3% active; AID 602163; activation, % at 10.6 µM; in the data active = activation above about 7.5%;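 also: 0% = vehicle and 100% = reference activator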
* hit, by the source's call; i = inactive; nt = no result given; & = joins results of further samples; ! = not confirmed by another sample.

Sequence of screens: MsrA inh	NRP1-CendR mod	MT1-MMP act inh	SKN-1 block	Rin1 Abl inh	Neddyl block	E coli Lon inh	FAS TE block	MsrA act
COC(=O)c1c(NC(=O)c2ccc(N(C)S(=O)(=O)c3ccc(C)cc3)cc2)sc2c1CCCC2
    1.0	0	-5	5	-4	i	9	43	-7
COc1ccc(C(=O)COC(=O)CNC(=O)c2cc(OC)cc(OC)c2)cc1
    -0.9	-4	2	2	2	i	1	-6	-9
CC(Oc1ccc(Cl)cc1Cl)c1nc(-c2ccc(NC(=O)c3ccco3)cc2)no1 (centres undefined)
    1.7	-14	3	-2	-3	i	1	31	-2
CC(=O)N1c2ccccc2N=C(c2ccc(C(F)(F)F)cc2)C1C(=O)NC1CCCC1 (centres undefined)
    0.2	7	-1	6	nt	i	nt	nt	nt
O=C(O)CCCn1ccc2cc(S(=O)(=O)N3CCCC3)ccc21
    -0.6	10	3	2	-1	i	-3	-7	-2
CCCn1nnnc1NC(=O)c1ccc(C)cc1Cl
    -0.4	0	5	6	-3	i	-8	-6	-5
Cc1ccnc(N2CCC(C(=O)Nc3ccc4c(c3)CCC4)CC2)n1
    -0.6	-2	4	-19	-2	i	-6	1	-11
O=C(COC(=O)c1cccnc1Cl)Nc1cccc(S(=O)(=O)N2CCOCC2)c1
    -0.6	2	-3	-1	7	i	-2	-2	-3
NC(=O)C1CCN(C(=O)c2ccc3c(c2)S(=O)(=O)c2ccccc2C3=O)CC1
    0.4	2	2	-8	-2	i	-1	-5	-2
CCC(=O)Oc1c(C(=O)CC)cc2c(C)cc(=O)oc2c1C
    1.1	-9	nt	-12	-1	i	5	1	-11
O=C(/C=C\c1ccccc1)Nc1nccs1
    1.4	5	-2	-5	-1	i	0	-6	-1
Cc1ccc(-c2cc(C(=O)N3CC4(C)CC3CC(C)(C)C4)no2)cc1 (centres undefined)
    0.9	11	-8	28	-2	i	-7	28	-2
CC1CC(C)CN(S(=O)(=O)c2ccc(C(=O)NN3CCOCC3)cc2)C1 (centres undefined)
    -0.2	-3	nt	5	2	i	-7	-3	0
Cc1ccccc1-c1csc(N)n1
    1.6	19	0	13	-2	i	2	-3	-3
CC(=O)Nc1ccc(NC(=O)/C(Cl)=C/c2ccccc2)cc1
    0.0	-4	1	13	0	i	-3	-6	0
CCCC[C@@H]1C=C(C(=O)O)[C@H](c2ccc(Br)cc2)N1S(=O)(=O)c1ccc(C)cc1
    1.7	-18	5	2	-4	i	-8	7	-7
O=C(Nc1ccc(Nc2ccccc2)cc1)c1ccc(Cl)cc1[N+](=O)[O-]
    0.2	20	5	-6	-1	i	12	22	-5
O=C(Nc1ccc(F)cc1)OCCN1CCN(Cc2ccccc2)CCC1=O
    -1.0	-16	3	-2	1	i	-2	-8	-1
COc1cccc(C=C(C(C)=O)C(=O)c2ccccc2)c1
    -1.1	-2	6	1	nt	i	2	0	-6
Cc1cc(C)n2nc(CNS(=O)(=O)c3c(F)c(F)c(F)c(F)c3F)nc2n1
    -0.8	1	2	8	1	i	1	12	-9
COc1ccc(NC(=O)CCCN2C(=O)C3C4C=CC(C4)C3C2=O)c(OC)c1 (centres undefined)
    -1.8	9	1	-16	1	i	-15	-6	-3
O=C(Cc1c(Cl)cccc1Cl)Nc1ccncc1Cl
    0.8	21	-7	11	-2	i	1	-2	-2
Cc1ccc(NC(=O)N2CCN(c3ccccn3)CC2)cc1
    0.6	-6	5	28	0	i	3	-4	-1
COc1ccc(/C=C/C(=O)NCC(=O)N/N=C/c2cc(Br)ccc2OC)cc1
    1.4	4	-4	9	3	i	2	-1	-3
O=C(NCc1ccccc1Cl)C(=O)NCC1OCCCN1S(=O)(=O)c1cccs1 (centres undefined)
    0.7	3	0	6	0	i	-5	-2	-4
CC(=O)Nc1ccc(NC(=O)c2ccc(Cn3cc(Cl)cn3)cc2)cc1
    -0.9	12	-3	-4	-1	i	-4	3	-4
Cc1cccc(N2CCN(C(=O)C3CCCN(S(=O)(=O)c4cnc[nH]4)C3)CC2C)c1 (centres undefined)
    -1.2	-4	4	-3	1	i	4	-33	-12
CCc1ccc(Nc2nnc(SCC(=O)Nc3cccnc3Cl)s2)cc1
    0.7	4	-1	20	2	i	1	4	-5
Cn1c(SCC(=O)Nc2ccccc2)nnc1C(F)(F)F
    -1.9	13	0	11	3	i	5	-9	-5
Cc1cc(C)c(S(=O)(=O)N2CCOC2CNC(=O)C(=O)NCc2ccco2)c(C)c1 (centres undefined)
    0.5	-2	0	14	2	i	-3	-4	3
COc1cccc(OC)c1OC(=O)c1ccccc1
    0.3	2	5	6	-1	i	-2	1	-4
O=C(CCN1C(=O)c2ccccc2C1=O)C1=NN[C@@H]2C(=O)N(c3cccc(Cl)c3)C(=O)[C@H]12
    1.5	0	0	10	-4	i	-6	-13	-5
CC(=O)Nc1ccc(NC(=O)Oc2ccccc2)cc1
    -1.4	-7	4	1	1	i	-10	-11	-1
Clc1nccnc1-c1ccccc1
    0.9	-11	-1	-7	1	i	8	-6	0
CC(C)C(=O)Nc1ccc(Oc2ccc3c(c2)C(=O)NC3=O)cc1
    0.0	-6	7	-3	0	i	-1	0	-2
Cc1ccc(-c2csc(N)n2)s1
    1.7	-25	-3	12	-4	i	-4	-7	-3
CCCCNC(=O)C1(C)CCCCN1C(=O)c1oc2ccccc2c1C (centres undefined)
    -0.2	14	0	23	-3	i	-1	-10	-2
O=C(CSCc1ccc(Cl)cc1Cl)Nc1ccc(O)cc1C(=O)O
    -0.3	-6	-4	8	0	i	4	0	-2
COc1ccc(/C=C/C(=O)N2CCN(C)CC2)cc1S(=O)(=O)N1CCCCC1
    -0.8	2	1	-2	2	i	8	-4	-3
COc1ccc(C2(C)CC(C)(C)Nc3ccccc32)cc1 (centres undefined)
    -0.8	8	1	3	-3	i	-1	6	-2
Cc1cc(N)n(-c2ccc(C)c(C)c2)n1
    -1.2	3	-2	-11	-2	i	-12	-9	-9
O=C(Cc1ccccc1)Nc1ccc(Cl)cn1
    0.8	1	2	2	1	i	4	-3	-8
O=C(NNC(=O)C1CCC1)c1cccc(Cl)c1
    -0.6	8	16	-8	-1	i	-1	0	0
CC(NC(=O)OCc1ccccc1)C(=O)OCN1C(=O)c2ccccc2C1=O (centres undefined)
    -1.2	23	3	-14	1	i	-8	-2	-7
CN(C)S(=O)(=O)c1cccc(NC(=O)C2CCN(S(=O)(=O)c3cccs3)CC2)c1
    0.0	0	-15	-12	3	i	-9	3	-10
CCOC(=O)CN(C(=O)CSc1nnc(CNc2ccc(C)cc2C)o1)c1ccccc1
    -0.3	0	-4	-28	-3	i	-11	6	-1
Cc1nc2ccc(NC(=O)c3cccc(S(=O)(=O)N4CCOCC4)c3)cc2s1
    0.4	-2	6	-5	5	i	-8	-4	-3
COc1ccc(NC(C)=O)cc1NC(=O)C1CCN(C(=O)Nc2ccccc2)CC1
    2.0	3	1	4	1	i	-4	4	-1
Cc1ccc2c(CN3CCN(C(=O)c4ccco4)CC3)cc(=O)oc2c1C
    2.2	1	0	-1	4	i	1	-4	-2
O=C1CSC(c2cccc(O)c2)N1Cc1ccccc1 (centres undefined)
    1.5	5	2	-2	-4	i	-5	1	-2
Cc1ccc(Cc2nnc(SCC(=O)Nc3c(C)cccc3C)[nH]c2=O)cc1
    -1.0	-3	-4	7	0	i	4	-6	-4
COc1cccc(C(=O)Nc2ccccc2N2CCOCC2)c1
    0.7	1	-5	-1	4	i	-8	-2	-5
CC(=O)Nc1ccc(S(=O)(=O)NC2=C(N3CCN(Cc4ccccc4)CC3)C(=O)c3ccccc3C2=O)cc1
    0.9&1.9	10&1	10&10	4&4	-6&-4	i	14&-6	10&8	8.1*!
C[C@@H]1CN([C@@H](C)CO)C(=O)CCCn2nncc2CO[C@@H]1CN(C)S(=O)(=O)c1ccc2c(c1)OCCCO2
    -1.1	0	2	-15	-3	i	-9	-8	0
CCOC(=O)[C@]12CCC=C1N(Cc1ccc(Cl)cc1Cl)C(=O)[C@H](CC(=O)NCc1cccs1)C2
    0.6	14	0	-2	nt	i	3	30	-3
Cc1cc(S(=O)(=O)NCCc2ccccc2)c(C)s1
    -0.9	-16	5	4	-6	i	3	3	-1
O=c1cccccc1NCc1ccccc1
    1.0	-11	-3	24	-4	i	-3	-9	-7
CCc1cccc(NC(=O)Cn2cccc2)c1
    -0.2	-1	3	15	3	i	-6	-7	-3
Nc1nc(COC(=O)CCC(=O)c2ccc(Cl)cc2)nc(Nc2ccccc2)n1
    0.3	-1	3	-7	2	i	-5	4	-4
Nn1c(=O)c2ccccc2n2c(SCc3ccc(C(F)(F)F)cc3)nnc12
    1.1	-10	2	3	3	i	-9	6	-1

The results go on:
Sequence of screens: MsrA inh	NRP1-CendR mod	MT1-MMP act inh	SKN-1 block	Rin1 Abl inh	Neddyl block	E coli Lon inh	FAS TE block	MsrA act
Cc1ccc(CS(=O)(=O)Cc2ccc(C(=O)NC3CCCCCC3)o2)cc1
    0.0	9	1	6	-3	i	-2	3	-3
COc1cc2c(cc1OC)C(COc1cc(C)cc(C)c1)N(C(C)=O)CC2 (centres undefined)
    -0.9	7	-1	1	-1	i	-4	3	-2
O=C1CCC(OCc2ccccc2)CCN1[C@H](CSc1ccccc1)Cc1ccccc1 (some centres undefined)
    2.2	8	-3	5	nt	i	-2	27	-3
O=[N+]([O-])c1cnc(N2CCCCC2)c([N+](=O)[O-])c1
    0.8	9	-2	8	3	i	55*	-8	-7
Nc1c(NCc2ccccc2)c2ccccc2oc1=O
    0.6	5	1	4	0	i	-2	3	-1
CC(=O)c1cc(C#N)c(Oc2ccc(F)cc2)nc1C
    -0.9	7	1	29	0	i	3	8	-10
Cc1cc(NS(=O)(=O)Cc2ccccc2)no1
    0.8	1	2	-29	2	i	-4	-6	-5
Cc1cccc(-n2ncc(C#N)c2-n2cccc2)c1
    1.0	7	3	17	2	i	-2	3	-3
COc1ccccc1C(=O)NCCC(=O)N1CC(C)OC(C)C1 (centres undefined)
    0.1	-17	1	-1	3	i	1	-10	-2
Cc1ccc(-c2cnc(C(O)c3ccc(Cl)c(F)c3)[nH]2)cc1 (centres undefined)
    nt	8	7	0	2	i	4	16	-2
COc1cc(C(=O)NCCOc2cccc3cccnc23)cc(OC)c1OC
    0.8	10	-3	3	2	i	-3	-7	0
O=C(/C=C/c1ccc(S(=O)(=O)NCc2ccco2)cc1)NCc1ccccc1Cl
    -1.3	2	0	5	-4	i	-5	13	-4
COc1cc(C)c(S(=O)(=O)N2CCN=C2c2ccccc2)cc1C
    -0.1	3	-3	-1	-4	i	4	-8	0
CC(=O)c1ccc(NC(=O)Oc2ccccc2)cc1
    nt	-2	-1	-2	-1	i	2	-7	-3
O=C(CC(c1ccc(F)cc1)c1ccco1)Nc1nccs1 (centres undefined)
    -0.7	4	-4	-5	1	i	-8	11	-4
Cc1ccc(S(=O)(=O)NNC(=O)c2cnn(-c3ccccc3)c2C(F)(F)F)cc1
    1.3	9	0	4	0	i	-3	-4	-5
CCCc1ccc(-c2cc(C(=O)N/N=C/c3ccc([N+](=O)[O-])o3)c3ccccc3n2)cc1
    0.3	-6	5	12	0	i	1	7	-2
Cc1ccc(/C=C/S(=O)(=O)NCc2ccc(F)cc2)cc1
    1.1	10	-2	3	5	i	-1	6	-10

An excerpt of these results, with each value named:
SMILES: O=C(CC(c1ccc(F)cc1)c1ccco1)Nc1nccs1 (centres undefined)
  MsrA inh: -0.7
  NRP1-CendR mod: 4
  MT1-MMP act inh: -4
  SKN-1 block: -5
  Rin1 Abl inh: 1
  Neddyl block: i
  E coli Lon inh: -8
  FAS TE block: 11
  MsrA act: -4
SMILES: Cc1ccc(S(=O)(=O)NNC(=O)c2cnn(-c3ccccc3)c2C(F)(F)F)cc1
  MsrA inh: 1.3
  NRP1-CendR mod: 9
  MT1-MMP act inh: 0
  SKN-1 block: 4
  Rin1 Abl inh: 0
  Neddyl block: i
  E coli Lon inh: -3
  FAS TE block: -4
  MsrA act: -5
